Screening data from PubChem.
SMN2 splice up: qHTS Assay for Enhancers of SMN2 Splice Variant Expression | Potency, µM (series often up to 46.1 µM), for the others: at the top dose activity change, positive = activation, actives largely listed as activators | AID 1458, 2008 | 210,000 tested, 2.8% active | HEK293 SMN2-luciferase splicing reporter, luminescence, 30-36 h; further: % of control where 0% means no effect; nearly all actives have a fitted effect of over 55% in size
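HEK293 cells carry an SMN2 minigene-luciferase reporter in which exon 7 inclusion puts luciferase in frame. Cells were seeded at 2000 cells/well, attached for 10-12 hours, then exposed to compounds for 30-36 hours at 37C before ONE-Glo luminescence.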
Lamin A splicing: qHTS Assay for Modulators of Lamin A Splicing. HeLa LMNA splicing GFP/RFP minigene ratio, 48 h. AID 1487, 2009. 200,000 tested, 0.01% active. Potency, µM (titrated, usually from 46.1 µM), for inactives: at the top dose ratio change, negative = inhibition, actives largely listed as inhibitors; active means well fitted inhibition curve with a large enough effect in the signal ratio, with a control signal flat, not every such curve was filed as active; inconclusive means small, poorly fitted or top-dose-only effect, or effect the other way, or a change in a side signal; the % refers to the signal ratio; further: on the % scale 0 is the no-effect control and ±100 the full control effect
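S3 HeLa cells stably expressing lamin A-EGFP splicing minigene plus DsRed2, 600 cells/well, 48 h compound exposure at 37C. Laser-scanning cytometry; analysed as GFP (500-530 nm)/RFP (575-640 nm) total intensity ratio; 0.5% DMSO vehicle.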
RGS12 GoLoco inh: qHTS Assay for Inhibitors of RGS12 GoLoco Motif Activity (Red Fluorophore); 230,000 tested, 0.44% active; Gai1:RGS12 GoLoco peptide FP, rhodamine, 10 min; Guanine nucleotide-binding protein G(i) subunit alpha-1 (Homo sapiens), P63096; AID 880, 2007; Potency, µM (doses to about 61.6 µM), for the others: at the highest dose activity, negative = inhibition, actives largely listed as inhibitors; active means well fitted inhibition curve with a large enough effect, not every such curve was filed as active; inactive means no such curve, though single readings can be large or run the other way; further: on the % scale 0 is the no-effect control and ±100 the full control effect; nearly all actives have a fitted effect of over 30% in size; many of its hits are not listed in these tables
RECQ1 inh: qHTS Assay for Inhibitors of RecQ-Like Dna Helicase 1 (RECQ1); RECQ1 DNA unwinding, red fluorescence kinetic read; Potency, µM (doses to about 57.3 µM), inactives show at the top dose activity, negative = inhibition, most hits filed as inhibitors; 240,000 tested, 0.54% active;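 further: plate controls were vehicle for no effect and no enzyme for full effect; nearly all actives have a fitted effect of over 30% in size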
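RECQ1T1 50 nM; forked duplex (20 bp + 30-nt ss tails) 200 nM, ATP 2 mM final; pH 8.0, 2 mM MgCl2, 2.5 ug/ml poly(dI-dC); 15 min compound preincubation; discontinuous kinetic read over 2 h at RT.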
KDM4E inh: qHTS Assay for Inhibitors of Human Jumonji Domain Containing 2E (JMJD2E) | JMJD2E catalytic domain, FDH-coupled NADH fluorescence (FDH is formaldehyde dehydrogenase) | Potency, µM (doses to about 57.1 µM), inactives show top-dose activity change, negative = inhibition, usual class: inhibitors | 230,000 tested, 1.6% active; active means well fitted inhibition curve with a large enough effect, not every such curve was filed as active; inconclusive means small, poorly fitted or top-dose-only effect, or another doubt; inactive means no such curve, though single readings can be large or run the other way;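 further: 0% = wells with enzyme and -100% = buffer wells without enzyme; nearly all actives have a fitted effect of over 50% in size; many of its hits are not listed in these tables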
Target sequence (B2RXH2 1-337 limits assumed): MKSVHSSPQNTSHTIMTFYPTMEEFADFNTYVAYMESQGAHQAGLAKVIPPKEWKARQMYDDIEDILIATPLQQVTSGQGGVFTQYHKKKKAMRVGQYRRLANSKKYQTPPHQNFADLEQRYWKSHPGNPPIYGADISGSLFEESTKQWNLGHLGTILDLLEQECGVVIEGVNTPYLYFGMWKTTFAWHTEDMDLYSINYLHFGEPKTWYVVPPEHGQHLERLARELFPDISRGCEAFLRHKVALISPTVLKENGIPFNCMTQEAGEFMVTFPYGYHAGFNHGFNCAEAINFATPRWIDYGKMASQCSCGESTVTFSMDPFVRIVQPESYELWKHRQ
TexasRed fluor: Total Fluorescence Counterscreen for Inhibitors of the Interaction of Thyroid Hormone Receptor and Steroid Receptor Coregulator 2; TRb/SRC2 Texas Red total fluorescence interference; Potency, µM (top dose mostly 106 µM), for inactives: at the highest dose fluorescence change, negative = quenching; 280,000 tested, 0.29% active; AID 1479, 2009; active means well fitted curve in either direction with a large enough effect; inconclusive means small, poorly fitted or top-dose-only effect; further: on the % scale 0 is the no-effect control and ±100 the full control effect
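Human TRβ ligand-binding domain (0.6 uM) and Texas Red SRC2 peptide (20 nM) in Tris buffer with 1 uM T3 and 5% DMSO were incubated with pinned compound for 5 hr at ambient temperature. Total fluorescence was computed as S + 2P (555/632 nm).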
ALDH1A1 inh: qHTS Assay for Inhibitors of Aldehyde Dehydrogenase 1 (ALDH1A1). 220,000 tested, 7.3% active. Potency, µM (titrated, usually from 75.3 µM), without a hit: top-dose activity, negative = inhibition, hits mostly inhibitors. Purified ALDH1A1, NADH fluorescence, propionaldehyde substrate. Aldehyde dehydrogenase 1A1 (Homo sapiens), P00352; active means well fitted inhibition curve with a large enough effect, not every such curve was filed as active; inconclusive means small, poorly fitted or top-dose-only effect, or another doubt; inactive means no such curve, though single readings can be large or run the other way;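 further: plate controls were no enzyme wells and a reference inhibitor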
Target sequence (P00352 whole entry, looked up): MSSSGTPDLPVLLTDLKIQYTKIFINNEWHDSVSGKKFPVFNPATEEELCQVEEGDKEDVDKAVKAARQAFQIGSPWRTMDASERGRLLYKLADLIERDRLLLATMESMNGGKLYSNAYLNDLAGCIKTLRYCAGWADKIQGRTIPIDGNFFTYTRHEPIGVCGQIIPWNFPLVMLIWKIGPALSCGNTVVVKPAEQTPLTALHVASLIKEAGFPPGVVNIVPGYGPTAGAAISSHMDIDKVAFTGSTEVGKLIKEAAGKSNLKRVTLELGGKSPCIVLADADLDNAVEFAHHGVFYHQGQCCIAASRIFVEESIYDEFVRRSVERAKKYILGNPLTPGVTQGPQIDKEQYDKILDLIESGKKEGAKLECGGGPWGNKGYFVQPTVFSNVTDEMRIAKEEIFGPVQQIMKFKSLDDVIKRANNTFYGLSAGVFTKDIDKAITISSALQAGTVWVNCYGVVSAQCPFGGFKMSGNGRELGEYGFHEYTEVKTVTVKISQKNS
TRb-SRC2 inh: qHTS for Inhibitors of the Interaction of Thyroid Hormone Receptor and Steroid Receptor Coregulator 2; Thyroid hormone receptor beta (Homo sapiens), P10828; TRbeta-SRC2 peptide binding, fluorescence polarization; receptor liganded with 1 µM T3; Potency, µM (titrated, usually from 106 µM), without a hit: top-dose activity change, negative = inhibition, actives largely listed as inhibitors; 280,000 tested, 0.065% active; AID 1469, 2008;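 further: plate controls were bound peptide for no effect and peptide without receptor for full effect; nearly all actives have a fitted effect of over 50% in size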
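Compounds were added to 0.6 uM TRb ligand-binding domain and 20 nM Texas Red-labeled SRC2 peptide in Tris buffer containing 1 uM T3, incubated 5 hr at ambient temperature, then read by fluorescence polarization.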
* = called active by the depositor; i = inactive; ? = inconclusive; · = no result given; [ ] = another dose, or the depositor's remark. Unless noted, the call rests on the fitted dose curve; in most records, active means well fitted curve in the direction sought with a large enough effect; inconclusive means small, poorly fitted or top-dose-only effect, or another doubt; inactive means no such curve, though single readings can be large; an effect the other way counts as inactive or inconclusive. Potency means the concentration at half of the fitted maximal effect. Some of the compounds tested, so the mix of outcomes need not match the whole.

Every second line gives: SMN2 splice up	Lamin A splicing	RGS12 GoLoco inh	RECQ1 inh	KDM4E inh	TexasRed fluor	ALDH1A1 inh	TRb-SRC2 inh
COC(=O)COc1ccc(/C=N/NC(=O)c2ccc(N(Cc3ccccc3)S(C)(=O)=O)cc2)cc1
  6.9%	-1.6%	4.0%	5.6%	-3.1%	-2.5%	10.4%	-5.7%
O=C(N/N=C/c1c[nH]c2ccccc12)C1CC(=O)N(c2ccccc2)C1 (stereo not drawn)
  ?	·	6.1%	16.7%	4.0%	-0.2%	-11.2%	-0.5%
Cc1ccc(O)c(-c2cc(C(=O)Nc3cccnc3)[nH]n2)c1
  ·	·	12.9%	-3.0%	?	-5.3%	3.6%	6.6%
Cc1sc2ncnc(N3CCN(C(=O)c4ccco4)CC3)c2c1C
  -28.0%	·	9.2%	i	-3.6%	-1.0%	-15.5%	-1.3%
O=C(Nc1ccccc1C(=O)N1CCCCCC1)c1ccccc1Cl
  -5.4%	?	8.4%	-16.6%	4.0%	3.5%	0.5%	6.1%
O=C(O)CCCCCNS(=O)(=O)c1c(Cl)cccc1Cl
  -4.6%	-3.7%	2.7%	-11.6%	1.4%	1.0%	11.4%	-8.6%
COCCCN1C(=O)c2ccc(C(=O)Nc3ccc(OC)cc3)cc2C1=O
  0.8%	23.7%	4.2%	-0.2%	-4.8%	-1.1%	?	0.5%
Cc1cccc(-n2nnnc2SCn2nnc3ccccc3c2=O)c1
  -16.5%	?	-8.3%	i	9.2%	-1.7%	?	0.2%
CCC/C(C)=N\Nc1nc2c(c(=O)n(C)c(=O)n2C)n1C
  ·	·	2.0%	-3.7%	-5.7%	-2.5%	·	1.0%
CCCc1ccc(C(=O)CCC(=O)O)cc1
  -5.9%	5.6%	-6.2%	-0.8%	-26.3%	-12.6%	7.2%	1.6%
CC1CN(C(=O)c2ccn(C)n2)CC(C)O1 (stereo not drawn)
  6.3%	2.1%	-3.1%	13.1%	4.0%	-4.0%	2.0%	2.1%
CC(=O)n1c2ccccc2c2nc(NC(C)C)sc21
  -18.5%	-3.0%	-1.7%	-4.8%	-10.5%	1.0%	?	-10.7%
Oc1cccc(/C=N/Nc2cccc3cccnc23)c1
  ·	?	1.6%	-8.8%	?	-1.4%	3.2%	0.7%
O=C(NC1CC1)C1CCN(c2ncnc3c2sc2cccc(F)c23)CC1
  -64.3%[inhibitor]	-3.2%	32.2%[activator]	-5.0%	-4.6%	-3.5%	?	-3.6%
COc1c(Br)cc(C(N)=O)cc1OCc1ccccc1
  -2.4%	?	5.4%	-2.5%	-3.9%	0.0%	7.3%	4.2%
Cc1cc(C)c2c(N)c3cccc(C)c3nc2n1
  17.8µM*	?	13.5%	-2.9%	?	-6.4%	?	-4.6%
Cc1nc2c(C(=O)NCCc3ccccc3)c[nH]n2c(=O)c1Cl
  ·	-2.6%	·	i	11.2%	-7.2%	0.3%	1.8%
Cc1nn(-c2ccccc2Cl)c(Cl)c1/C=N/Nc1cccc(C(=O)O)c1
  0.0708µM*	5.1%	-31.5%	i	?	1.8%	?	-9.4%
CC(=O)NS(=O)(=O)c1ccc(NS(=O)(=O)c2ccc(F)cc2)cc1
  -10.9%	-3.4%	2.7%	i	8.4%	3.6%	-0.6%	3.6%
CC(=O)Nc1ccc(S(=O)(=O)Nc2nc3ccccc3nc2-n2ccc(=NC(=O)c3ccccc3)cc2)cc1
  ·	·	8.3%	-5.4%	-17.3%	-0.8%	·	-0.8%

The closing 2 compounds of the part before lead into the next:
Every second line gives: SMN2 splice up	Lamin A splicing	RGS12 GoLoco inh	RECQ1 inh	KDM4E inh	TexasRed fluor	ALDH1A1 inh	TRb-SRC2 inh
CC(=O)NS(=O)(=O)c1ccc(NS(=O)(=O)c2ccc(F)cc2)cc1
  -10.9%	-3.4%	2.7%	i	8.4%	3.6%	-0.6%	3.6%
CC(=O)Nc1ccc(S(=O)(=O)Nc2nc3ccccc3nc2-n2ccc(=NC(=O)c3ccccc3)cc2)cc1
  ·	·	8.3%	-5.4%	-17.3%	-0.8%	·	-0.8%
Cc1nn(-c2ccc([N+](=O)[O-])cc2)c(N)c1-c1ccccc1
  10µM*	2.0%[9.22 µM]	1.3%	-3.5%	-1.6%	-5.3%	?	-5.2%
CCOC(=O)N1CCN(C(=O)CN(c2ccc(C)cc2)S(=O)(=O)c2c(C)noc2C)CC1
  -10.4%	7.4%	5.7%	-8.5%	-1.2%	-0.5%	6.4%	-18.5%
CC/C=C\C/C=C\C/C=C\C/C=C\C/C=C\C/C=C\CCC(=O)NC(C)C(=O)O (stereo not drawn)
  3.6%	·	5.4%	i	-1.9%	-2.5%	?	2.6%
O=S(=O)(NCc1csc(-c2ccccc2)n1)c1ccc(Cl)s1
  -28.1%	0.9%	-32.2%	7.7%	3.0%	-3.0%	-2.9%	3.1%
N/C(=N/O)C(c1ccccc1)c1ccccc1
  17.0%	11.0%	1.0%	i	-2.4%	-3.4%	1.6%	-8.7%
COc1ccc(NC(=O)C(c2ccc(OC)cc2)N(C)C(=O)CNC(C)=O)cc1 (stereo not drawn)
  0.1%	-5.7%	10.0%	i	-5.6%	1.9%	12.0%	-1.3%
C=CCn1c(-c2cccc(S(=O)(=O)N(CC)CC)c2)n[nH]c1=S
  1.5%	-12.9%[46 µM]	8.0%	5.8%	-18.0%	0.2%	2.24µM*	-10.1%
O=C1CC(=O)N(c2ccccc2)N1c1ccccc1
  1.0%	-8.0%	15.6%	?	8.0%	2.1%	-12.6%	-7.9%
O=C(c1c(F)c(F)c(F)c(F)c1F)N1CCN(c2cccc(C(F)(F)F)c2)CC1
  -14.3%	-6.8%	-9.5%	12.8%	-21.3%	0.9%	-39.1%	-15.2%
CCOC(=O)C(=CNc1ncccc1C)C(=O)OCC
  -29.8%	-6.1%	-9.9%	-8.2%	-14.4%	1.4%	-13.5%	-4.6%
O=C(NCc1ccco1)C1CCC(N2C(=O)c3ccccc3C2=O)CC1 (stereo not drawn)
  -6.6%	3.0%	6.2%	0.1%	7.4%	-2.2%	4.0%	-10.0%
O=C(Nc1ccc(F)cc1)N1CCC(c2nc3c(nnn3Cc3cccc(Cl)c3)c(=O)[nH]2)CC1
  -16.1%	8.0%	3.8%	-7.7%	-2.2%	-2.1%	11.7%	-3.2%
O=C(CSc1nnnn1-c1cccc(F)c1)Nc1nc2ccccc2s1
  -30.3%[inhibitor]	-4.6%	5.3%	-3.3%	-3.7%	1.7%	6.8%	-5.9%
COc1ccc(N2CCN(c3oc(-c4ccccc4OC)nc3C#N)CC2)cc1
  -11.4%	?	-11.7%	-6.8%	1.9%	-5.4%	?	0.0%
COc1ccc2[nH]c(C)c(CCNc3ccc(C(F)(F)F)cc3[N+](=O)[O-])c2c1
  -2.4%[1.84 µM]	?	5.9%	-0.5%	-3.2%	-1.0%	?	8.1%
ClCC1NCC(c2ccccc2Cl)c2c1[nH]c1ccccc21 (stereo not drawn)
  4.2%	?	30.4%[activator]	-3.0%	-5.2%	5.1%	4.4%	7.3%
CCC(N=c1cc(-c2ccc(OC)cc2)oc2ccc(C)cc12)C(=O)O (stereo not drawn)
  ?	-7.0%	2.1%	-6.7%	?	-2.5%[53 µM]	?	-0.5%[53 µM]
c1ccc(OCc2noc(CN3CC[C@@H]4CCCC[C@H]4C3)n2)cc1
  -7.3%	11.9%[46 µM]	9.9%	2.8%	2.5%	-1.1%	3.2%	-0.7%
CC(Nc1nc(-c2ccccc2)nc2ccccc12)c1ccccc1 (stereo not drawn)
  40.4%	·	2.9%	-5.0%	-3.5%	1.0%	-6.7%	0.1%
Cc1ccc(NC(=O)Nc2ccc(Cl)cn2)cc1
  11.2µM*	·	-21.8%	i	0.4%	-4.0%	7.4%	-8.0%
COc1ccc(NC(=O)CCn2nnc(-c3ccc(C)cc3)n2)cc1OC
  -49.2%[inhibitor]	?	-2.0%	-2.6%	3.4%	-3.4%	-13.7%	-4.8%
COCc1cnc(C)nc1N
  11.7%	?	3.0%	-10.7%	5.9%	1.3%	1.4%	-6.9%
COc1ccc(NC(=O)CN2c3cccc4cccc(c34)S2(=O)=O)cc1
  -13.4%	-13.4%	5.8%	2.4%	?	0.8%	?	6.3%
Cc1nnc(Sc2nc3c(c(=O)[nH]c(=O)n3C)n2CCc2ccccc2)s1
  ·	·	6.7%	-0.9%	5.5%	-2.5%	·	2.0%
COc1cc(/C=C(\C#N)c2ccccn2)ccc1OCC(=O)Nc1c(Cl)cccc1Cl
  5.6%	?	11.3%	i	?	-2.5%	1.7%	-0.7%
COc1cc(C(=O)NCCCN(C)C)ccc1OCC(=O)Nc1cccc(C(F)(F)F)c1
  0.8%	-4.0%[9.22 µM]	6.8%	-1.5%	-0.1%	-1.9%	10.9%	-0.7%
CCOc1cc(CNCc2ccncc2)cc(Cl)c1OC
  -2.5%	2.8%	11.5%	-1.5%	-7.1%	-0.4%	3.8%	0.4%
Cc1nc2ccc(NC(=O)COc3ccccc3[N+](=O)[O-])cc2s1
  0.6%	-16.4%[9.22 µM]	10.0%	-5.7%	-7.6%	-4.8%	-1.6%	2.3%
CC12CCCCC1c1ccccc1C(=NCC(=O)O)N2 (stereo not drawn)
  2.6%	3.5%	-2.9%	2.3%	-9.6%	-3.7%	1.2%	-1.6%
Cc1ccc(C(=O)OCn2nnc3ccccc3c2=O)cc1[N+](=O)[O-]
  -38.8%[inhibitor]	23.4%[9.22 µM]	0.6%	-5.0%	-6.9%	-1.9%	?	6.3%
